TRPC4 block = inhibitors of mouse TRPC4 channel, primary screen, Fluo4 calcium, HEK293 TRPC4beta/mu-opioid cells. Short transient receptor potential channel 4 (Mus musculus), Q9QUQ5. DAMGO-evoked Fluo4 calcium flux; active compounds read low. B-score at 10 µM. 300,000 tested, 0.39% active. AID 2247, 2010;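 active = B-score over 3 SD under the library average, no early fluorescence shift, positive overall ratio signal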
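System: stable TRPC4beta/mu-opioid receptor HEK293 cells; Dosing: single-point compound dosing; Measured by: Fluo4 Ca2+ flux fluorescence; Read-out basis: per-well B score of integrated baseline-normalized Fluo4 ratio.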
TRPC4 agonist = activators of mouse TRPC4 channel, primary screen, Fluo4 calcium, HEK293 TRPC4beta/mu-opioid cells. Short transient receptor potential channel 4 (Mus musculus), Q9QUQ5. Fluo4 calcium fluorescence; active compounds read high. B-score at 10 µM. 310,000 tested, 0.49% active. AID 2237, 2010;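 active = B-score above 5 SD of library B-scores, and initial fluorescence ratio not above library mean plus 5 SD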;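 also: positive B-score marks a calcium rise read as TRPC4 activation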
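Assay system – TRPC4beta and mu-opioid receptor HEK293 stable cells · Measured by – Fluo4 fluorescence, kinetic · Schedule – dye loading 45 min room temperature, 110 s kinetic read · Read-out – B-scored integrated calcium fluorescence ratio · Controls – buffer and maximal DAMGO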
TRPC6 act = mouse TRPC6 channel activators, primary screen, cell-based, HEK293, membrane potential dye; HEK293-TRPC6 membrane potential dye fluorescence; active compounds read high; B-score at 10 µM; AID 2550, 2010; 310,000 tested, 0.13% active;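 active = B-score of the integrated fluorescence ratio above library mean plus 3 SD, and starting fluorescence ratio within library mean plus 5 SD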;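 also: higher score means more depolarization so channel activation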
TRPC4 PAM = positive allosteric modulators of TRPC4, primary screen, cell-based, mouse TRPC4beta, HEK293 mu-opioid, Fluo-4 calcium; B-score at 10 µM; 310,000 tested, 0.42% active; Short transient receptor potential channel 4 (Mus musculus), Q9QUQ5; DAMGO EC20, Fluo-4 Ca2+ flux; active compounds read high;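 active = B-score of calcium response area above 5 SD of library B-scores, with initial fluorescence ratio within 5 SD of library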;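 also: B-score of integrated fluorescence ratio over time as area under calcium response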
aSyn UTR inh = MLPCN primary screen, SNCA 5' untranslated region; 300,000 tested, 0.82% active; alpha-synuclein 5'UTR reporter, inhibitor activity; inhibition, % (tested at 7.5 µM); in the data active = inhibition above about 60%;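 also: H4 neuroglioblastoma cells stably carrying SNCA 5'UTR luciferase fusion; 0% = DMSO wells and 100% = positive control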
MrgX1 antagonist = antagonists of human MrgX1 receptor, primary screen, HEK293 cells, Fluo-4 calcium flux | Mas-related G-protein coupled receptor member X1 (Homo sapiens), Q96LB2 | BAM8-22 antagonism; active compounds read low | B-score at 10 µM | 310,000 tested, 1.3% active;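 active = calcium-response B-score plate-corrected more than 3 library SD below zero, starting fluorescence within 5 deviations, no agonist response on first addition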;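 also: peak minus trough fluorescence over baseline after final BAM8-22 challenge near maximal dose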
Target sequence (Q96LB2 whole entry, looked up): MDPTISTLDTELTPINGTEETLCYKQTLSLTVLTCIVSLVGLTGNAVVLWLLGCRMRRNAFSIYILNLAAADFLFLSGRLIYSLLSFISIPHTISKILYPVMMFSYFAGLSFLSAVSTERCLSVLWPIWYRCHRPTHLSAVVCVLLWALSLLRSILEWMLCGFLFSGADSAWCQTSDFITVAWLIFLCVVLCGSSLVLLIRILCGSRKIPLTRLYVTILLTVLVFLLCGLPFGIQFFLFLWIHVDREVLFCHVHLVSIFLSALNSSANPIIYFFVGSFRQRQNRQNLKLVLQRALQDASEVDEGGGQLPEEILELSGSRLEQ
HIF activator = HIF pathway transcriptional activators, primary screen, cell-based, U2OS HRE-luciferase, luminescence. U2OS HRE-luciferase reporter; normalized: DMSO 0%, desferrioxamine 100%. activation, % at 7.5 µM (by protocol). 300,000 tested, 0.32% active;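 active = mean activation of at least 10% of the iron chelator positive control signal, with at least half of replicates also reaching 10%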
IEC-6 tox = cytotoxicity in IEC-6 intestinal epithelial cells, primary screen, cytotoxicity control for KLF5 inhibitor project, cell-based, luminescence; IEC-6 cytotoxicity, luminescence viability; inhibition, % at 5 µM; 290,000 tested, 0.78% active; in the data active = inhibition above about 22%;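 also: 0% = plate median of test compound wells and 100% = cytotoxic reference compound wells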
TRPC6 inh = mouse TRPC6 channel inhibitors, primary screen, cell-based, HEK293, membrane potential dye; 310,000 tested, 1.1% active; B-score at 10 µM; ACh-evoked depolarization; active compounds read low;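 active = B-score under library mean minus 3 SD, initial fluorescence not abnormally high, positive integrated signal ratio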;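 also: B-score derived from integrated fluorescence ratio over the kinetic read; more negative B-score means stronger inhibition of depolarization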
SKKanGAS inh = S. pyogenes SKKanGAS growth inhibitors in kanamycin, primary screen, streptokinase expression inhibitor project, SKKanGAS strain, BacTiter-Glo luminescence | inhibition, % at 7.5 µM | 6 h | AID 1662, 2009 | 300,000 tested, 1.3% active;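 active = mean replicate score, as percent of positive control median, at least 50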;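 also: strain carries kanamycin resistance gene driven by streptokinase promoter and grows in 40 µg/ml kanamycin; loss of luminescence reflects streptokinase promoter inhibition or plain growth inhibition; 0% = median of DMSO wells and 100% = positive control at its reference dose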
KLF5 inhibitor = KLF5 expression inhibitors, primary screen, DLD-1 cells, luminescence. DLD-1 KLF5 promoter-luciferase reporter. inhibition, % at 5 µM. 290,000 tested, 0.23% active;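 active = inhibition above a per-plate limit of that plate's mean compound inhibition plus 3 SD, cut at about 60% in these data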;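 also: 0% = DMSO wells and 100% = LY294002 at 200 µM; higher means less KLF5 promoter-driven luciferase light; inactives centre near -14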
Active calls of the source: *; i = inactive; . = not tested or not shown. Rows were taken by chance; about 5.8% have a hit in one of these screens.

SMILES | TRPC4 block | TRPC4 agonist | TRPC6 act | TRPC4 PAM | aSyn UTR inh | MrgX1 antagonist | HIF activator | IEC-6 tox | TRPC6 inh | SKKanGAS inh | KLF5 inhibitor
CS(=O)(=O)N1CCN(c2nnc(-c3ccccc3)c3ccccc23)CC1 | i | i | i | i | 7 | i | 0.0 | 11 | i | 3 | 4
Cc1ccc(NC(=O)CSc2nnc(Cc3cccn3C)n2-c2ccc(F)cc2)cc1 | i | i | i | i | -7 | i | -0.3 | 1 | i | 4 | -19
COc1cccc(CSc2nnc(-c3ccco3)n2C)c1 | i | i | i | i | -7 | i | 2.1 | -5 | i | -2 | -27
COc1ccc(-c2csc(C3=C(O)CN(Cc4ccc(Cl)cc4)C3=N)n2)cc1OC | i | i | i | i | 58 | i | -0.1 | 0 | i | 20 | -27
O=C(c1ccco1)N1N=C(c2cccs2)CC1c1ccco1 (stereo not drawn) | i | i | i | i | 11 | i | 0.0 | 7 | i | -11 | 18
CSc1nsc(SCC(=O)Nc2ccc(Br)cn2)n1 | i | i | i | i | -49 | i | 1.2 | -6 | i | 10 | -6
Cc1ccc(C)c(CNS(=O)(=O)c2c(C(=O)N3CCCC3)c(C)n(C)c2C)c1 | i | i | i | i | -38 | i | -0.1 | 0 | i | -1 | -22
CCOc1ccc(S(=O)(=O)NC(C)(C)C)cc1-c1nc2c(C(C)(C)C)nn(C)c2c(=O)[nH]1 | i | i | i | 11* | 27 | i | . | 0 | i | 15 | 0
O=C(Nc1ccccc1)c1ccccc1OS(=O)(=O)c1ccccc1 | i | i | i | i | -22 | i | 0.2 | 2 | i | -2 | -27
Cc1ccccc1CCN(CC(=O)NCc1ccc(F)cc1)C(=O)c1csnn1 | i | i | i | i | 21 | i | -0.3 | -3 | i | 28 | -19
Cc1c(N(C)C(=O)C2CCCN2S(=O)(=O)c2ccccc2)c(=O)n(-c2ccccc2)n1C (stereo not drawn) | i | i | i | i | 10 | i | . | -1 | i | -6 | -30
COC(=O)c1ccc(NC(=O)C2C3C=CC(C3)C2C(=O)O)cc1 (stereo not drawn) | i | i | i | i | -8 | i | -8.3 | -8 | i | -1 | -13
CN(C)c1nc(N(C)C)nc(N(C#N)CCOc2ccccc2)n1 | i | i | i | i | -7 | i | 0.5 | 4 | i | -7 | -23
CN(CCCNC(=O)CSc1cc(=O)n(C)c2cc(Cl)ccc12)Cc1ccccc1 | i | i | i | i | -16 | i | 0.1 | 6 | i | 1 | -18
CN(c1ccccc1)S(=O)(=O)c1ccc(NC(=O)C2CCCCC2C(=O)O)cc1 (stereo not drawn) | i | i | i | i | -2 | i | -0.6 | -5 | i | 1 | -63
O=C(NCc1ccccc1)c1cc(=O)[nH]c2ccccc12 | i | i | i | i | 1 | i | 0.1 | 0 | i | 1 | -34
Cc1cc(NC(=O)c2ccco2)c(=O)n(Cc2cccc(C(F)(F)F)c2)c1 | i | i | i | i | 8 | i | 0.8 | -2 | i | -5 | -18
CSCCC(NC(=O)c1ccccc1Br)C(=O)NCCCn1nc(C)cc1C (stereo not drawn) | i | i | i | i | -10 | i | -0.2 | . | i | -3 | .
Cc1cc(NC(=O)/C=C/c2ccc(Br)cc2)no1 | i | i | i | i | -74 | i | 0.9 | 14 | i | 1 | 10
CCc1ccc(NC2=NCC(=O)N2Cc2ccc3c(c2)OCO3)cc1 | i | i | i | i | -1 | i | -22 | 4 | i | -4 | -25
CCS(=O)(=O)N1Cc2ccccc2CC1C(=O)Nc1cccc(S(=O)(=O)N(C)C)c1 (stereo not drawn) | i | i | i | i | 3 | i | 0.1 | 0 | i | -4 | -54
FC(F)(F)c1cnc(Sc2nc3nccc(-c4ccc(Cl)cc4)n3n2)c(Cl)c1 | i | i | i | i | -19 | i | -0.1 | -2 | i | -8 | -16
Cc1cccc(C(=O)O/N=C2\CCCc3ccccc32)c1 | i | i | i | i | 8 | i | 2.5 | 3 | i | -2 | -2
Cc1cccc(NC(=O)CSCC(=O)N2CCCc3ccccc32)c1 | i | i | i | i | 1 | i | -0.3 | . | i | 15 | .
Cc1cc(N2CCN(C3CCCCC3)CC2)nc2cccc(O)c12 | i | i | i | i | -24 | i | -0.2 | -6 | i | -1 | 3
COC(=O)[C@H](CCSC)NC(=O)c1cc2c(cn1)[nH]c1ccccc12 | i | i | i | i | -27 | i | 1.2 | -6 | i | -2 | -15
Cc1cc(C)n(CC(=O)O)n1 | i | i | i | i | 7 | i | -0.1 | -6 | i | -1 | -11
CC(=O)Nc1ccc(S(=O)(=O)CCC(=O)O)cc1 | i | i | i | i | 0 | i | -0.7 | 7 | i | -2 | 4
Cc1ccc(O)c(-c2cc(C(F)(F)F)[nH]n2)c1 | i | i | i | i | -42 | i | 0.2 | -3 | i | 23 | 5
Nc1ccc(-n2nnnc2CN2CCOCC2)cc1 | i | i | i | i | -18 | i | -0.8 | 1 | i | 2 | -26

Profiles from above. Order of screens: TRPC4 block, TRPC4 agonist, TRPC6 act, TRPC4 PAM, aSyn UTR inh, MrgX1 antagonist, HIF activator, IEC-6 tox, TRPC6 inh, SKKanGAS inh, KLF5 inhibitor
Results for Cc1ccc(O)c(-c2cc(C(F)(F)F)[nH]n2)c1 → i, i, i, i, -42, i, 0.2, -3, i, 23, 5
Results for CC(=O)Nc1ccc(S(=O)(=O)CCC(=O)O)cc1 → i, i, i, i, 0, i, -0.7, 7, i, -2, 4
Results for Cc1cc(N2CCN(C3CCCCC3)CC2)nc2cccc(O)c12 → i, i, i, i, -24, i, -0.2, -6, i, -1, 3
Results for Nc1ccc(-n2nnnc2CN2CCOCC2)cc1 → i, i, i, i, -18, i, -0.8, 1, i, 2, -26
Results for Cc1cccc(C(=O)O/N=C2\CCCc3ccccc32)c1 → i, i, i, i, 8, i, 2.5, 3, i, -2, -2

Further entries follow.
SMILES | TRPC4 block | TRPC4 agonist | TRPC6 act | TRPC4 PAM | aSyn UTR inh | MrgX1 antagonist | HIF activator | IEC-6 tox | TRPC6 inh | SKKanGAS inh | KLF5 inhibitor
O=C(NCCN1CCOCC1)c1cc(-c2ccc(Cl)c(Cl)c2)on1 | i | i | i | i | -9 | i | -0.2 | 4 | i | -4 | -26
NC(=O)C1CC(=O)N(c2ccc(OCc3ccc(F)cc3)cc2)C1 (stereo not drawn) | i | i | i | i | -113 | i | 1.4 | -4 | i | -1 | -98
COC(=O)CSc1nc(N)c(C#N)c(C(C)C)c1C#N | i | i | i | i | 9 | i | -0.1 | 6 | i | -8 | 2
Cc1ccc(N2CC(C(=O)Nc3ccncc3)CC2=O)cc1 (stereo not drawn) | i | i | i | i | 0 | i | -0.2 | 1 | i | -23 | -46
Cc1ccc(-c2cnn(-c3ccccc3)c2N)cc1 | i | i | i | i | -69 | i | 1.5 | 10 | i | 10 | -17
COc1ccc(Cc2nc(-c3ccc(Cl)cc3)no2)cc1 | i | i | i | i | -55 | i | 2.1 | 7 | i | 4 | -17
OCCNc1nc(Nc2ccc(O)cc2)nc2ccccc12 | i | i | i | i | -21 | i | -0.3 | 5 | i | -5 | 10
Cc1cc(OC(C)C(=O)N(Cc2cccs2)C2CCS(=O)(=O)C2)ccc1Cl (stereo not drawn) | i | i | i | i | 5 | i | 0.0 | 3 | i | -6 | -21
Cc1cc(O)c(C(=O)Cc2csc(C)n2)c(O)c1 | i | i | i | i | -132 | i | 3.6 | 0 | i | 4 | -94
CC(NC(=O)CCn1nc(-c2ccc(Cl)cc2)ccc1=O)c1ccccc1 (stereo not drawn) | i | i | i | i | -10 | i | -0.1 | -2 | i | -3 | 21
COC(=O)c1nc(-c2ccccc2)nc(-c2ccccc2)c1C(=O)OC | i | i | i | i | -3 | i | 0.3 | . | i | -12 | .
CC1CCc2cc(F)ccc2N1C(=O)C1(C)CC1(Cl)Cl (stereo not drawn) | i | i | i | i | 8 | i | 0.9 | 4 | i | 3 | -26
Cc1ccc2c(c1)N(CC(=O)N1CCc3ccccc3C1)C(=O)CO2 | i | i | i | i | 8 | i | -0.1 | 2 | i | -2 | -10
COc1ccccc1-n1cn[nH]c1=S | i | i | i | i | -6 | i | -0.3 | -2 | i | -7 | -36
Cc1cccn2c(=O)nc(SCC(=O)c3ccccc3)nc12 | i | i | i | i | -26 | i | 0.1 | . | i | -3 | .
CC(Sc1nc(-c2ccccc2)cc(C(F)(F)F)n1)C(=O)Nc1sc2c(c1C(N)=O)CCC2 (stereo not drawn) | i | i | i | i | 4 | i | 0.1 | 2 | i | 12 | -25
COc1ccc2c(c1)cc(C(=O)N[C@@H](Cc1ccccc1)C(=O)N[C@@H](C)C(=O)O)n2C | i | i | i | i | 3 | i | -0.9 | -2 | i | -1 | -6
CC(=O)C1=C(O)C(=O)N(Cc2ccco2)C1c1cccc(F)c1 (stereo not drawn) | i | i | i | i | 6 | i | -0.6 | -4 | i | -1 | -36
S=C(Nc1cccc(Cl)c1)Nc1ccc2cn[nH]c2c1 | i | i | i | i | -89 | i | 0.9 | -1 | i | -3 | -13
CCc1ccccc1NC(=O)Cc1ccc(-n2cccc2)cc1 | i | i | i | i | -10 | i | -0.3 | -3 | i | -7 | -23
Cc1ccc(C)c(CN2CCC(n3nccc3NC(=O)CCCc3ccccc3)CC2)c1 | i | i | i | i | 30 | i | -0.4 | -2 | i | -3 | -35
CCN(C(=O)COC(=O)c1cc(-c2ccc3cc(OC)ccc3c2)nc2ccccc12)C1CCS(=O)(=O)C1 (stereo not drawn) | i | i | i | i | 67* | i | 0.6 | 15 | i | 13 | -35
CCc1cccc(NC(=O)CCCn2nc(CC)n3c(cc4occc43)c2=O)c1 | i | i | i | i | 2 | i | 0.3 | 3 | i | 25 | -17

From PubChem
